CTSL1 counter – Fasciola hepatica cathepsin L1 inhibitors, primary screen, counter-screen for PFM18AAP inhibitor project, biochemical, QFRET, fluorogenic peptide substrate. recombinant F. hepatica cathepsin L1, Z-Leu-Arg-MCA fluorescence. inhibition, % at 5.96 µM. 300,000 tested, 0.49% active;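 active = inhibition above the mean of all tested compounds plus 3 SD, set per screening campaign, cut at about 17% in these data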;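 note: 0% = plate median of test compound wells and 100% = 1 µM Z-Phe-Ala-diazomethylketone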
PP1 inh – PP1-alpha phosphatase inhibitors, primary screen, counter-screen for PP5 inhibitor project, biochemical, fluorescence, OMFP substrate, single point; Serine/threonine-protein phosphatase PP1-alpha catalytic subunit (Homo sapiens), P62136; purified PP1alpha; inhibition, % at 6.7 µM; 320,000 tested, 0.9% active;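 active = inhibition above the mean inhibition of all tested compounds plus 3 SD, computed separately for each screening campaign, cut at about 15% in these data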
Target sequence (P62136 whole entry, looked up): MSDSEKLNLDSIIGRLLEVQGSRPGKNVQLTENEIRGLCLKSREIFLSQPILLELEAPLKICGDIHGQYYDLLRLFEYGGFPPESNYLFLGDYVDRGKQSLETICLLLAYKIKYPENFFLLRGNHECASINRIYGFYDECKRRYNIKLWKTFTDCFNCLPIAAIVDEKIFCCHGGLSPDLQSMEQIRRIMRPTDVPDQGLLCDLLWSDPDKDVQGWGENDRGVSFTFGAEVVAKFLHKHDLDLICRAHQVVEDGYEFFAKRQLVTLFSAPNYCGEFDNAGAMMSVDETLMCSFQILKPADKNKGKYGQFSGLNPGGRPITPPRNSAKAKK
PREPL inhibitor – PREPL enzyme inhibitors, primary screen, biochemical, fluorescence polarization; inhibition, % at 5.96 µM; 320,000 tested, 0.68% active; Prolyl endopeptidase-like (Homo sapiens), Q4J6C6; recombinant PREPL, fluorescence polarization activity-based probe; in the data active = inhibition above about 43%;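 note: 0% = enzyme with DMSO and 100% = wells lacking enzyme; many of its hits are not listed in these tables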
core dimer inh – inhibitors of HCV core protein dimerization, primary screen, biochemical, TR-FRET, high-throughput | TR-FRET GST/Flag-core106 dimerization, 1536-well | inhibition, % at 5 µM | 300,000 tested, 0.33% active;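 active = inhibition above the mean of all tested compounds plus 3 SD, set per screening campaign, cut at about 45% in these data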
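System – GST-tagged and Flag-tagged HCV core protein residues 1-106 · Repeats – one well for each compound · Technique – TR-FRET 671 and 617 nm emission · Doses – one concentration, 5 µM, in 0.5% DMSO · Times – 4 h, 22.5 °C incubation · Also added – Eu donor and XL665 acceptor anti-tag antibodies · Measure – percent inhibition of core106 dimerization signal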
LYPLA2 inh – LYPLA2 inhibitors, primary screen, counter-screen for PME1 inhibitor project, biochemical, fluorescence polarization, FP-Rh probe ABPP. AID 2177, 2009. Acyl-protein thioesterase 2 (Homo sapiens), O95372. 320,000 tested, 0.38% active. recombinant LYPLA2. inhibition, % at 5.9 µM;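 active = inhibition above the screen-wide mean plus 3 SD, limit set per campaign, cut at about 26% in these data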;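 note: 0% = LYPLA2 with DMSO and 100% = wells lacking LYPLA2 enzyme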
Target sequence (O95372 whole entry, looked up): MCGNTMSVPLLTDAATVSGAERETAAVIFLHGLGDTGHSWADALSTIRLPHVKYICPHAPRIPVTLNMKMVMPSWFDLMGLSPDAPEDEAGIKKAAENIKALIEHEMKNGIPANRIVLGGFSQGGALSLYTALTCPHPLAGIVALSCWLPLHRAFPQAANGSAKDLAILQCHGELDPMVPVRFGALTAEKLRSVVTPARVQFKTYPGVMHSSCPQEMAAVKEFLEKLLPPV
PP5 primary – PP5 phosphatase inhibitors, primary screen, biochemical, fluorescence; 320,000 tested, 0.18% active; inhibition, % at 6.7 µM; purified PP5c, OMFP substrate fluorescence; Serine/threonine-protein phosphatase 5 (Homo sapiens), P53041;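 active = inhibition above the campaign's mean inhibition across all tested compounds plus 3 SD, cut at about 9.5% in these data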;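 note: 0% = DMSO only and 100% = 100 µM cantharidin control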
GASC-1 inh – inhibitors of GASC-1 histone demethylase, primary screen, biochemical, fluorescence, DELFIA europium | Lysine-specific demethylase 4C (Homo sapiens), Q9H3R0 | GST-JMJD2C(1-420) H3K9me3 demethylation | inhibition, % at 2.35 µM | 330,000 tested, 0.069% active;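 active = more than half of a compound's replicate wells show inhibition beyond 50%, single wells judged on their own value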;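 note: signal counts dimethyl H3K9 product captured on neutravidin plate; 0% = median of DMSO wells and 100% = 0.3 times that DMSO median; strong numbers were not always called active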
Target sequence (Q9H3R0 1-420 limits assumed): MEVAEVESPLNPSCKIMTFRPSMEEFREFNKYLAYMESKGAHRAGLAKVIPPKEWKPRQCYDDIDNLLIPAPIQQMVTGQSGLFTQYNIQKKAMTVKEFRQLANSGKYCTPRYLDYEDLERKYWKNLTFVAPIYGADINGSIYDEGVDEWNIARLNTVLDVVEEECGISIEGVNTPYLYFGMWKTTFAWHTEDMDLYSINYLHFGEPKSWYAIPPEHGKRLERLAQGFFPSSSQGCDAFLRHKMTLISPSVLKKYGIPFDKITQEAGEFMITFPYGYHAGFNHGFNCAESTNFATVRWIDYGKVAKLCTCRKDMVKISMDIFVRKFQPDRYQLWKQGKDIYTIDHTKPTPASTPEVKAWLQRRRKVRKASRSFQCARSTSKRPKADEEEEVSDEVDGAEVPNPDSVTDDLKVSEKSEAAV
TPT1 inhibitor – Candida albicans TPT1 enzyme inhibitors, primary screen, biochemical, fluorescence polarization. recombinant caTPT1, FP RNA substrate dephosphorylation. inhibition, % at 5 µM. 300,000 tested, 0.81% active. AID 1962, 2009;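 active = inhibition above the mean of all tested compounds plus 3 SD, set per screening campaign, cut at about 24% in these data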;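 note: plate controls were DMSO alone for no effect and ferristatin control at 100 nM for full effect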
Efflux pump mplx – inhibitors of Candida efflux pumps in yeast, primary screen, S. cerevisiae, Nile Red, multiplex; S. cerevisiae Candida pump triplex; inhibition, % at 10 µM; 330,000 tested, 0.44% active;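 active = plate passing quality check with inhibition over a set limit, or well fluorescence over plate mean plus 4 SD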;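 note: Nile Red retained in pooled yeast measured as flow cytometry median fluorescence; 0% = buffer negative control and 100% = Enniatin B positive control; higher means more Nile Red kept so more efflux inhibition; some compounds called inactive have numbers as strong as hits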
Numbers without * were called inactive; nt = not tested or not shown. Not all compounds are listed; rates above refer to the full screens.

SMILES | CTSL1 counter | PP1 inh | PREPL inhibitor | core dimer inh | LYPLA2 inh | PP5 primary | GASC-1 inh | TPT1 inhibitor | Efflux pump mplx
Cc1cc(C)n(CCn2nc(C)cc2C)n1 | -5 | -1 | -16 | 0 | 7 | 2.0 | nt | 0 | -0.3
O=C(NCc1ccccc1Cl)C(=O)NCC1CCCN1S(=O)(=O)c1cccs1 (stereo not given) | 4 | -1 | 7 | 4 | -1 | -2.9 | -1 | 2 | 0.0
COC(=O)c1ccc(C(=O)Nc2nnc(-c3cccnc3)o2)cc1 | 6 | 2 | 5 | -1 | 0 | 1.8 | -11 | 3 | 0.1
C=C(C)Cn1c(-c2ccccc2)nc2ccccc21 | 0 | -5 | -17 | 5 | 5 | 3.2 | -14 | 2 | 0.2
O=C(CCC1N=C2c3ccccc3N=C(SCc3ccc(F)cc3)N2C1=O)NCc1ccco1 (stereo not given) | 1 | 5 | 31 | 14 | -8 | 2.5 | 9 | -1 | 0.3
CN1CCN(S(=O)(=O)c2cccc(C(=O)Nc3nccs3)c2)CC1 | -2 | -1 | -7 | -2 | 5 | -2.4 | 0 | 0 | -0.2
COc1ccccc1CNC1CCN(Cc2ccccc2)CC1 | -3 | -1 | 0 | 3 | 0 | 2.9 | -1 | 4 | 0.0
CC(C)C(NC(=O)/C=C/c1ccc(F)cc1)C(C)C | 0 | -5 | -7 | 0 | -7 | 0.2 | 0 | -1 | -0.1
CC(=O)COc1cc2c(-c3cc4ccccc4o3)cc(=O)oc2cc1C | 13 | 7 | 1 | 18 | -3 | -0.4 | 22 | -2 | 0.0
Cc1ccc(N2C(=O)c3ccccc3C2Nc2ccccc2F)nc1 (stereo not given) | -1 | 4 | -25 | 3 | 1 | 2.2 | 41 | 0 | 0.0
CCN(CC)CCN(Cc1cc2cc3c(cc2[nH]c1=O)OCCO3)C(=S)NC | 3 | -2 | 9 | 0 | -2 | 2.1 | -12 | 2 | 0.1
COc1cccc(C2SCC(=O)N2c2ccc(Br)cc2)c1OC (stereo not given) | -2 | 5 | -13 | -7 | -3 | 4.3 | 3 | -4 | 0.0
CCCCN(C)C(=O)C1CCC(CNS(=O)(=O)c2ccc3c(c2)CC(C)N3C(C)=O)CC1 (stereo not given) | -5 | -2 | 1 | 2 | 7 | -2.3 | -1 | -6 | 0.0
COc1ccccc1C(=O)NC(=O)CSc1nnc(C)s1 | -1 | 2 | -3 | 1 | -3 | 0.4 | 28 | 0 | -0.2
CS(=O)(=O)c1ccc(Cl)c(C(=O)O)c1 | 3 | -3 | 6 | -4 | -11 | 6.8 | -15 | 0 | 0.0
CC(C)(C)C1=C[C@@H](CO)C[C@@H](CO)C1 | -1 | 1 | 19 | -6 | 2 | 2.3 | 3 | -3 | -0.2
Cc1nc2scc(C)n2c(=O)c1S(=O)(=O)N1CCN(c2ccc(F)cc2)CC1 | 3 | -3 | -1 | -8 | -2 | 0.0 | -20 | 0 | 0.0
Cc1ccc(NC(=O)C2(c3ccccc3)CCOCC2)c([N+](=O)[O-])c1 | -2 | -2 | 6 | -6 | 4 | 1.9 | -4 | 1 | 0.0
CCCCC1C2C(=O)N(c3ccc(C)cc3)C(=O)C2ON1c1ccccc1 (stereo not given) | -1 | 1 | 0 | -3 | 13 | 2.7 | -7 | -3 | -0.1
CCOC(=O)c1nn(-c2cccc(C)c2)cc1C(=O)c1ccccc1 | 3 | 1 | -8 | 1 | 0 | 1.4 | -5 | -1 | 0.0

Molecules listed so far containing a furan ring, fused or not:
SMILES | CTSL1 counter | PP1 inh | PREPL inhibitor | core dimer inh | LYPLA2 inh | PP5 primary | GASC-1 inh | TPT1 inhibitor | Efflux pump mplx
O=C(CCC1N=C2c3ccccc3N=C(SCc3ccc(F)cc3)N2C1=O)NCc1ccco1 (stereo not given) | 1 | 5 | 31 | 14 | -8 | 2.5 | 9 | -1 | 0.3
CC(=O)COc1cc2c(-c3cc4ccccc4o3)cc(=O)oc2cc1C | 13 | 7 | 1 | 18 | -3 | -0.4 | 22 | -2 | 0.0

(list continues)
SMILES | CTSL1 counter | PP1 inh | PREPL inhibitor | core dimer inh | LYPLA2 inh | PP5 primary | GASC-1 inh | TPT1 inhibitor | Efflux pump mplx
Cc1[nH]nc2c1C(c1cnn(C)c1)C(C#N)=C(N)O2 (stereo not given) | 0 | -2 | 15 | -2 | 8 | -2.9 | 4 | -2 | 0.0
N#Cc1c(NC(NC(=O)c2ccco2)C(=O)c2ccccc2)sc2c1CCCC2 (stereo not given) | 4 | 5 | 31 | 22 | -10 | 2.5 | -4 | -2 | 0.1
COC(=O)c1c(SCc2cccc3ccccc23)nc(=O)[nH]c1C | -3 | 4 | -11 | -2 | -4 | 2.4 | 8 | 0 | -0.3
CCN(CC)S(=O)(=O)c1cccc(NC(=O)C2SC(=Nc3ccc(C)cc3C)C(C(=O)NCC3CCCO3)=C2N)c1 (stereo not given) | 5 | 5 | 17 | 7 | -2 | 6.3 | 1 | -4 | 0.0
Cc1sc2nc(CN(Cc3cccs3)C(=O)NC3CCCCC3)[nH]c(=O)c2c1C | -2 | 3 | 4 | 16 | -2 | 5.7 | -7 | 3 | 0.5
COc1cccc2oc3ccc(C#Cc4ccccn4)cc3c(=O)c12 | 0 | 2 | -24 | 10 | -2 | 5.2 | 7 | -2 | 0.1
O=C1CC(N2CCN(c3ncccn3)CC2)C(=O)N1CCc1ccccc1 (stereo not given) | 3 | -6 | -8 | 3 | -5 | -1.4 | 2 | 1 | 0.0
O=C(c1cccs1)N1CCN(c2cc(Cl)ccc2Cl)CC1 | -3 | 1 | 12 | 8 | 4 | 4.4 | -2 | -3 | 0.1
Cc1ccccc1-n1c(SCC(=O)O)nc2sc3c(c2c1=O)CCCC3 | -7 | 1 | -6 | 14 | 4 | -0.6 | -7 | 0 | -0.1
Cc1ccc(C2c3c(oc4ccccc4c3=O)C(=O)N2c2nncs2)cc1 (stereo not given) | 0 | 1 | 0 | 1 | 2 | 0.0 | -8 | -6 | 0.0
COc1ccc(C(CNc2ccc(C(F)(F)F)cn2)N(C)C)cc1OC (stereo not given) | -4 | -2 | -1 | -2 | 4 | 0.3 | 5 | 1 | 0.0
O=C(Cn1cc(C(F)(F)F)ccc1=O)N/N=C/c1ccc(F)cc1 | 1 | -1 | 18 | 3 | -6 | 2.0 | 5 | 4 | 0.0
O=C(O)CCC(=O)N1CCc2cc(S(=O)(=O)NC3CCCC3)ccc21 | -1 | -3 | 8 | -7 | 1 | 2.4 | 0 | 1 | 0.1
COc1ccc(-c2cn3cccnc3n2)cc1F | 1 | -4 | -2 | 0 | 4 | 4.5 | 4 | -3 | -0.1
Cc1sc2nc(SCc3nc(-c4cccs4)no3)n(-c3ccccc3)c(=O)c2c1C | -2 | -2 | 2 | 9 | 2 | 0.6 | 0 | -3 | 0.1
Cc1ccc(CNC(=O)CC2(CC3=NS(=O)(=O)c4ccccc4N3)CCCC2)cc1 | 2 | -2 | 15 | 7 | 0 | 1.2 | 6 | -2 | 0.2
O=C(CCS(=O)(=O)c1ccc(Br)s1)NCc1ccc2c(c1)OCO2 | -12 | 1 | 0 | 3 | -2 | 3.7 | 4 | 8 | 0.6
O=C(Nc1ccccc1)O/N=C1\CCCCC1c1ccc([N+](=O)[O-])cc1[N+](=O)[O-] (stereo not given) | -1 | 7 | -3 | 18 | -3 | 3.1 | 24 | 1 | 0.1
c1ccc2sc(Sc3ncnc4sccc34)nc2c1 | 1 | 1 | -6 | -8 | 3 | 0.9 | -1 | -1 | -0.2
CCOc1cc(Br)ccc1S(=O)(=O)NCc1ccccc1 | 2 | 2 | 3 | -1 | 1 | 4.1 | 7 | 0 | 0.4
N#Cc1ccc(OCC(O)CS(=O)(=O)c2ccccc2)cc1 (stereo not given) | 8 | -3 | -10 | 4 | -4 | -0.6 | -10 | 0 | -0.1
CCOC(=O)/C=C/C(=O)OCC(=O)Nc1ccc([N+](=O)[O-])cc1 | -17 | 0 | 19 | -1 | 9 | -1.3 | -9 | -3 | 0.1
COc1cc2c(cc1NC(=O)Nc1ccccc1)oc1ccccc12 | 0 | -1 | 8 | 7 | 4 | 3.2 | -2 | -3 | -0.1
Cc1ccc(/C=N/NC(=O)CSc2nc3ccccc3n2Cc2ccc(Cl)cc2)o1 | 4 | 11 | -24 | 8 | -8 | 4.4 | -3 | 1 | -0.1
O=C(C1=C[C@H](c2coc3ccccc3c2=O)C[C@H](OCCCCO)O1)N1CCOCC1 | -2 | -3 | 13 | -5 | -4 | 2.6 | -7 | -4 | -0.1
CCOC(=O)C1=C(C)OC(N)=C(C#N)C1c1cc(SCC)oc1C (stereo not given) | -1 | -2 | 10 | -4 | 8 | 3.0 | 1 | -1 | 0.0
O=C(NCc1ccc(OC(F)(F)F)cc1)c1ccc2c(c1)S(=O)(=O)c1ccccc1C2=O | 0 | 7 | 18 | 8 | -13 | 2.7 | -88 | -2 | -0.1
CN1c2ccccc2Oc2nnc(N3CCN(Cc4ccccc4)CC3)cc21 | 1 | -3 | 46* | 7 | 1 | 1.6 | -7 | -1 | 0.1
c1ccc(-c2nnc(-c3ccncc3)nc2-c2ccccc2)cc1 | -1 | -1 | 6 | 4 | 3 | 0.1 | -4 | 2 | -0.2
CC(=O)N1[C@H](C)C=C[C@]1(Cc1ccccc1)C(=O)NCCN1CCOCC1 | 3 | -5 | -6 | 4 | -1 | 0.6 | -2 | -2 | -0.1
N=C1c2ccccc2CN1NC(=O)c1cccc(S(=O)(=O)N2CCCCC2)c1 | -1 | -1 | 16 | 8 | -1 | 2.7 | -2 | -2 | -0.1
CN(c1ccccc1)c1ccc(/C=C(\C#N)c2nnc3n2CCCCC3)cc1[N+](=O)[O-] | -8 | -3 | 10 | 13 | 1 | 2.1 | 2 | -4 | 16*
CNc1snc(C)c1C(=O)OC(C)C(=O)Nc1ccccc1 (stereo not given) | nt | -3 | 19 | nt | -2 | -0.1 | 0 | nt | -0.1
CCn1c(C(=O)N2CCC(C(=O)N3CCN(c4ccccn4)CC3)CC2)cc2sccc21 | -5 | -2 | 0 | -8 | 7 | 2.8 | 8 | 1 | 0.1
O=C(COC(=O)c1ccc2ccccc2c1)NCCCc1ccccc1 | 1 | 3 | -28 | -3 | -7 | 3.6 | 4 | 3 | -0.2
Cc1cc(=O)oc2cc(NC(=O)CN3C(=O)NC(C)(c4ccccc4)C3=O)ccc12 (stereo not given) | -13 | 10 | -8 | 7 | -5 | 1.3 | -5 | 2 | 0.2

Complete entries, quoted from the list. Order of screens: CTSL1 counter | PP1 inh | PREPL inhibitor | core dimer inh | LYPLA2 inh | PP5 primary | GASC-1 inh | TPT1 inhibitor | Efflux pump mplx
Listed for CCn1c(C(=O)N2CCC(C(=O)N3CCN(c4ccccn4)CC3)CC2)cc2sccc21 = -5 | -2 | 0 | -8 | 7 | 2.8 | 8 | 1 | 0.1
Listed for O=C(CCS(=O)(=O)c1ccc(Br)s1)NCc1ccc2c(c1)OCO2 = -12 | 1 | 0 | 3 | -2 | 3.7 | 4 | 8 | 0.6

High-throughput results from PubChem BioAssay.
